EP2 modulator: EP2 receptor (human) modulation; P43116; EP2-expressing cells, cAMP HTRF FRET, PGE2 co-stimulation; induction, % at 25 µM; actives 0.83% (n = 260,000); AID 940;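 active = compounds whose cAMP rise, as percent of the full-agonist control response, exceeds 60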;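 note: rat C6 glioma line stably carrying human EP2 under a CMV promoter; the protocol text gives 20 µM as final concentration; 100% = response of wells given 1 µM PGE2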
Target sequence (P43116 whole entry, looked up): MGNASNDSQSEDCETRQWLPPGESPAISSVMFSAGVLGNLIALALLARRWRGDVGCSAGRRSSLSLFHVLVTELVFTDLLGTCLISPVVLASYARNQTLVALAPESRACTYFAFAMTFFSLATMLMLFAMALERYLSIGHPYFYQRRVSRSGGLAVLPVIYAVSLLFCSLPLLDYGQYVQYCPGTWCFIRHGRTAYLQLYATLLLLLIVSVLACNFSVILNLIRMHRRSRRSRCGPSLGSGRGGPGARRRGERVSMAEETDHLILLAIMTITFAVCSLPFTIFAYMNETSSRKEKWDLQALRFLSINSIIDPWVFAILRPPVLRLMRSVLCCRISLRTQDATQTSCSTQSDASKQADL
* hit, by the source's call. The list is partial; rates above refer to the full screens.

molecule	EP2 modulator
CCn1nc(C)c(CN(CCCn2ccnc2)Cc2cccc(F)c2)c1C	11
Cn1cc(C(=O)O)c(=O)c2ccc(Cl)cc21	-27
Cn1c(=O)c2[nH]c(CN3CCN(c4ccc(F)cc4)CC3)nc2n(C)c1=O	-11
COc1cccc(C(=O)N2CCC(n3nnc4ccccc4c3=O)CC2)c1	-6
COc1ccc(-n2nnnc2SCC(=O)Nc2ccc(N(C)C)cc2)cc1	-77
Oc1ccccc1-c1nc2ccccn2c1NC1CCCC1	36
Cc1cc2c(o1)c1cnn(CC(=O)NC(C)c3ccccn3)c(=O)c1n2C(C)C (stereo not drawn)	-48
COc1ccc(CC(=O)NC(C)c2nc(-c3cccnc3)n[nH]2)cc1 (stereo not drawn)	-43
O=C(N/N=C/c1ccc2c(c1)CCC2)c1ccccc1O	-8
COc1ccc(-c2ccc(=O)n(C[C@H](C)NC(=O)c3cc(C(C)C)no3)n2)cc1	-18
CC(=O)N(Cc1cc2ccc(C)cc2n2nnnc12)C1CCCCC1	-22
CCNC(=S)N(Cc1ccccc1)Cc1cc2cc(OC)ccc2[nH]c1=O	-29
O=C(c1ccccc1F)N1CCC(n2nnc3cccnc32)CC1	-64
COc1ccc(-c2cc(C(F)(F)F)nc(SCCC(=O)N3CCCCC3)n2)cc1	-20
COc1ccccc1CNC(=O)Cn1ncc2cccn2c1=O	-50
COc1cc(CN2CCC(O)(c3ccccc3OC)CC2)ccc1OCC(N)=O	-33
O=C(/C=C/c1ccc(Cl)cc1Cl)c1ccc2c(c1)OCCO2	-60
CC1CN(C)CCC1CCc1ccc(NC(=O)c2cnccn2)cc1 (stereo not drawn)	-13
O=C(CN(C(=O)CNC(=O)c1cccs1)c1ccccc1F)NC1CCCCC1	-12
COc1cccc(CN(Cc2cn[nH]c2C(C)(C)C)CC2CCCO2)c1OC (stereo not drawn)	0
COC(=O)Cc1c(C)nc(-c2ccccc2)[nH]c1=O	-10
Cc1cccc2cc(CN(C3CCCC3)S(=O)(=O)c3cccc4nsnc34)c(=O)[nH]c12	10
CCn1c(SCC(=O)Nc2ccc(Cl)cc2)nc2ccccc2c1=O	-65
COC(=O)c1sc(NC(=O)c2cc(OC)cc(OC)c2)c(C#N)c1C	-38
CCCOc1ccc(C2NC(=O)NC(C)=C2C(=O)OC(C)C)cc1 (stereo not drawn)	-14
CC1=C[N+](=O)c2ccccc2[N+]1=O	107*
O=C(Cc1ccc2c(c1)OCO2)N1CCCC(c2ncncc2-c2ccncc2)C1 (stereo not drawn)	-66
CCn1c(SCC(=O)Nc2ccc(NC(=O)c3ccc(C)cc3)cc2)nnc1-c1cccs1	21
CC(=O)N(Cc1ccco1)c1nc(-c2ccc(Cl)cc2)cs1	6
COc1cccc(C2NC(=S)NC(C)=C2C(=O)Nc2cc(Cl)ccc2C)c1OC (stereo not drawn)	-31
Cn1c(N2CCC(C(=O)NCc3cccc(F)c3)CC2)nc2ccccc21	-64
COc1cccc(NC(=O)c2ccc3c(c2)N(CC(=O)Nc2ccccc2)C(=O)C(C)(C)O3)c1	0

Two records drawn at random from the list so far:
molecule	EP2 modulator
COc1ccc(-c2cc(C(F)(F)F)nc(SCCC(=O)N3CCCCC3)n2)cc1	-20
O=C(/C=C/c1ccc(Cl)cc1Cl)c1ccc2c(c1)OCCO2	-60

(continued)
molecule	EP2 modulator
Cc1cc(C)cc(-n2nnnc2SCC(=O)Nc2ccc3c(c2)OCO3)c1	11
C=CCn1c2cc(C)sc2c2cnn(CC(=O)NC3CC3)c(=O)c21	0
C=CCOc1ccc(NC(=O)C2CC(=O)N(Cc3ccccc3)C2)cc1 (stereo not drawn)	3
CC(C)c1cc(C(=O)NCc2nc(-c3ccccc3)no2)n(C)n1	-94
COc1ccc(OC)c(NC(=O)CSc2nc(-c3ccc(F)cc3)nc3ccc(F)cc23)c1	-6
CC1=[N+](CC(=O)c2ccc(Br)cc2)CCn2cccc21	-32
O=C(CN1CCC(O)(c2ccccn2)CC1)NCc1ccc(F)cc1	-38
CCOC(=O)Cn1nnnc1C(C(C)C)N(Cc1cc2cc(C)c(C)cc2[nH]c1=O)C1CCCCC1 (stereo not drawn)	22
CCCC(c1nnnn1C1CCCCC1)N(Cc1ccco1)Cc1cc2cc(C)c(C)cc2[nH]c1=O (stereo not drawn)	72*
CCn1ncc(C(=O)N2CCCC(c3ncncc3-c3ccncc3)C2)c1C (stereo not drawn)	-8
O=C(NCc1nc(-c2cccnc2)n[nH]1)C1(c2ccc(Cl)cc2)CC1	-39
Cc1cc(S(=O)(=O)N2CCCCCC2)ccc1-n1cnnn1	-18
Cc1ccn2cc(C(=O)N3CCC(Cc4ccccc4)CC3)nc2c1	-39
N#Cc1ccc2nc(N)[nH]c2c1	-34
Cc1cc(C)c(NC(=O)C2CCCN(c3ncccn3)C2)c(C)c1 (stereo not drawn)	-2
Cc1cc(C)cc(OCC(=O)Nc2nc3ccc(S(C)(=O)=O)cc3s2)c1	-14
COc1ccccc1-c1cccc(CNc2ccc3c(c2)oc(=O)n3C)c1	13
Cn1c(CN2CCOCC2)nnc1SCC(=O)N1CCc2ccccc21	-7
CCC(C)(C)n1nnnc1C(C(C)C)N(Cc1ccccc1)Cc1cc2cc(C)c(C)cc2[nH]c1=O (stereo not drawn)	20
Cc1nc2sc3c(c2c2nn(CC(=O)NC(C)C)c(=O)n12)CCC(C)C3 (stereo not drawn)	2
CCn1c(C)[n+](CC(O)COc2ccc(C(C)C)cc2)c2ccccc21 (stereo not drawn)	4
CC(C)(C)C(=O)N1CCC(Cn2nc(-c3ccc(F)cc3)ccc2=O)CC1	-56
O=C1OC(Nc2cccc3ccccc23)c2ccccc21 (stereo not drawn)	-6
CC(C)c1nc2ccccc2c2nnc(SCC(=O)N3CCc4ccccc4C3)n12	-6
Cc1cc(C(O)CN2CCN(Cc3ccc4c(c3)OCO4)CC2)c(C)s1 (stereo not drawn)	-31
CCC(c1nnnn1Cc1cccs1)N1CCN(c2cccc(C)c2C)CC1 (stereo not drawn)	28
CCOC(=O)CC(=O)NNC(=O)c1c(O)c2ccccc2n(CC)c1=O	-19
CC(C(=O)N1CCC2(CC1)NC(=O)c1ccccc1O2)c1n[nH]c(=O)c2ccccc12 (stereo not drawn)	-32
Cc1cc(C(C)(C)C)oc1C(=O)N1CCCC(c2c(S(C)(=O)=O)cnc3ncnn23)C1 (stereo not drawn)	-3
Cc1sc2nc(C3CC3)n3c(=O)n(CC(=O)N4CCC(C)CC4)nc3c2c1C	-21
O=C1CCC[C@H]1C(=O)Nc1ccc2ccccc2c1	-7
CCOC(=O)c1sc(NC(=O)CSc2nnc3cc(C)c4cc(C)cc(C)c4n23)nc1C	3
Cc1ccc2cc(C(c3nnnn3C3CCCC3)N3CCC(C)CC3)c(=O)[nH]c2c1C (stereo not drawn)	-3
Cc1cc(C)n(CC(O)COc2ccc3c(c2)CCC3)n1 (stereo not drawn)	-54
O=C(C1CCC1)N1CCC[C@H]1Cn1nc(-c2ccc3c(c2)OCCO3)ccc1=O	-49
CCOc1cc(S(=O)(=O)NCc2ccccc2OC)c(OCC)cc1-n1cnnn1	10
Cc1sc(NC(=O)c2cccs2)nc1-c1ccc(Br)cc1	4
NC/C=C\C(=O)O	7
COc1ccc(NC(=O)CSc2nnc3c4c5c(sc4nc(C)n23)CCCC5)cc1	-19
C=CCn1c(C(NC(=O)c2cccc(C)c2)C(C)C)n[nH]c1=S (stereo not drawn)	-5
CCC(C)(C)n1nnnc1C(c1cccc(OC)c1OC)N1CCN(Cc2ccccc2)CC1 (stereo not drawn)	-12
CC(=O)c1ccc(NC(=O)C(C)Sc2nc(N)cc(N)n2)cc1 (stereo not drawn)	-33
C=C(C)CSc1nc2c(c(=O)n(C)c(=O)n2C)n1CCCc1ccccc1	7
COc1ccccc1NC(=S)N(CCO)Cc1cc2cc(C)c(C)cc2[nH]c1=O	11
O=C(C[N+]12CN3CN(CN(C3)C1)C2)c1ccc(-c2ccccc2)cc1	4
Cc1ccc(-c2cc(C(F)F)n3ncc(C(=O)NCc4cnn(C)c4C)c3n2)cc1	5
Cc1ccc2[nH]c(=O)c(CN(Cc3cccs3)S(=O)(=O)c3cccc4nsnc34)cc2c1	18
Cc1ccc(C)c(-n2c(SCC(=O)Nc3nccs3)nnc2-c2ccccn2)c1	1
Cc1cc(-c2cc(N)c(=O)n(CC(=O)Nc3cccc4c3CCCC4)n2)c(C)o1	-33
O=C(O)CCC(=O)N1CCN(Cc2ccc3c(c2)OCO3)CC1	-5
Cc1ccc(Cl)cc1NC(=O)CSc1nnc2c(n1)[nH]c1ccc(F)cc12	-47
Cc1cc2oc(C(=O)NCC(C)n3cncn3)cc(=O)c2cc1C (stereo not drawn)	-24
COc1ccc(-n2c(SC(C)C(=O)Nc3c(C)cccc3C)nnc2-c2ccncc2)cc1 (stereo not drawn)	-9
CCn1c2ccccc2c2cc(CN3CCc4c(nc(C)[nH]c4=O)C3)ccc21	-24
COc1ccc(CCNC(=O)CSc2nc3c(C)cccc3cc2C)cc1OC	33
CSc1ncc(C(=O)N(CCO)CC2CC3C=CC2C3)cn1 (stereo not drawn)	-8

Following part:
molecule	EP2 modulator
CS(=O)(=O)c1cnc2ncnn2c1C1CCCN(C(=O)c2csc3c2CCCC3)C1 (stereo not drawn)	-17
Cc1nc(SCC(=O)OC(C)C)c2c(C)c(C)sc2n1	4
O=C(/C=C/c1ccco1)Nc1nccs1	-26
Cc1cc2cc3c(cc2n2c(=O)n(CC(=O)NC(C)C)nc12)OCO3	5
Cc1cc(-c2cncnc2C2CCCN(C(=O)c3cc(C(C)C)[nH]n3)C2)on1 (stereo not drawn)	7
O=C(c1nccs1)C1CCN(C(=O)Cc2ccc(F)cc2)CC1	-12
COc1ccc(N=c2oc3ccc(Br)cc3cc2C(=O)NCC2CCCO2)cc1OC (stereo not drawn)	-27
CCOc1ccc2[nH]c(=O)c(CN(CCN(C)C)C(=O)Nc3ccc(Cl)cc3)cc2c1	-89

The last 7 compounds of the part before open the next one.
molecule	EP2 modulator
Cc1nc(SCC(=O)OC(C)C)c2c(C)c(C)sc2n1	4
O=C(/C=C/c1ccco1)Nc1nccs1	-26
Cc1cc2cc3c(cc2n2c(=O)n(CC(=O)NC(C)C)nc12)OCO3	5
Cc1cc(-c2cncnc2C2CCCN(C(=O)c3cc(C(C)C)[nH]n3)C2)on1 (stereo not drawn)	7
O=C(c1nccs1)C1CCN(C(=O)Cc2ccc(F)cc2)CC1	-12
COc1ccc(N=c2oc3ccc(Br)cc3cc2C(=O)NCC2CCCO2)cc1OC (stereo not drawn)	-27
CCOc1ccc2[nH]c(=O)c(CN(CCN(C)C)C(=O)Nc3ccc(Cl)cc3)cc2c1	-89
Cc1cc(S(=O)(=O)N2CCCCC2)ccc1-n1cnnn1	-19
N#Cc1n[nH]nc1Cl	-14
C1CCC(N=C(NC23CC4CC(CC(C4)C2)C3)N2CCOCC2)CC1	6
CCOC(=O)c1c(C(F)(F)F)cc(-c2ccccc2)nc1C	6
O=C(Cc1cccs1)N1CCC(Cn2nc(-c3ccccc3)ccc2=O)CC1	3
CCn1c(SCC(=O)Nc2cc(Cl)ccc2OC)nnc1-c1ccco1	-8
Cc1ccc(C)c2[nH]c(=O)c(CN(C(=S)Nc3ccc(F)cc3)C3CCCC3)cc12	12
COc1cc([C@@H]2c3cc4c(cc3[C@H](O)C3COC(=O)[C@@H]32)OCO4)cc(OC)c1OC (stereo partly drawn)	23
CCNCCNC(=O)c1c(O)c2cc(OC)c(OC)cc2[nH]c1=O	-10
CCOC(=O)C1=C(C)N(CCOC)C(=O)/C1=C\c1ccccc1OCC	18
Oc1ccc(-c2nc3cnccn3c2NCc2cccs2)cc1	-98
O=C(Cn1cnc2c(cnn2-c2ccccc2Cl)c1=O)Nc1ccc2c(c1)OCO2	-35
O=C(Nc1ccc2oc(=O)ccc2c1)c1cccc(Cl)c1	-17
COC(C(=O)N1CCC(n2cnc3cccnc32)CC1)c1ccccc1 (stereo not drawn)	5
O=C(O)[C@@H]1O[C@H]1C(=O)O	-19
CC(O)CN(Cc1ccc(-n2cnc3ccccc32)cc1)Cc1ccc2c(c1)OCO2 (stereo not drawn)	-99
CC(CO)(CO)N=Cc1c(O)[nH]c(=O)[nH]c1=O	-6
CCn1nnc(NC(=O)COc2ccc(C)c(C)c2)n1	9
COc1ccc(Cn2nnnc2C(c2cc3c(C)ccc(C)c3[nH]c2=O)N2CCCCC2)cc1 (stereo not drawn)	-22
CCNC(=S)N(Cc1cccs1)Cc1cc2cc(OC)ccc2[nH]c1=O	-42
COc1ccc(Cl)cc1NC(=O)c1snc2c(=O)[nH]cnc12	-21
COc1ccccc1NC(=O)CSc1nc2ccccc2c(=O)n1C	-87
CCC1Oc2nc3ccccc3cc2CN(CCOC)C1=O (stereo not drawn)	5
COc1cccc(NC2OC(=O)c3ccccc32)c1 (stereo not drawn)	-35

Look-ups from above.
CCNC(=S)N(Cc1cccs1)Cc1cc2cc(OC)ccc2[nH]c1=O – EP2 modulator: -42
CC(CO)(CO)N=Cc1c(O)[nH]c(=O)[nH]c1=O – EP2 modulator: -6

Carrying on:
molecule	EP2 modulator
COc1ccc2nc(SCC(=O)c3ccc(F)cc3)c(C#N)cc2c1	-8
CCCc1n(CC(O)COc2ccc(I)cc2)c2ccccc2[n+]1C (stereo not drawn)	-1
CC(O)CN(Cc1ccc(-c2ccccc2)cc1)Cc1ccc2c(c1)OCO2 (stereo not drawn)	-37
COc1ccc(-n2nc3ccc(NC(=S)NC(=O)c4cc(OC)c(OC)c(OC)c4)cc3n2)cc1	-63
COc1cc(C(=O)NN(CCC#N)C2=NS(=O)(=O)c3ccccc32)cc(OC)c1OC	-17
CN(C)CCN(Cc1ccc(C(F)(F)F)cc1)Cc1cccs1	-58
CC(=O)c1ccc(NC(=O)CSc2nnc(-c3cccnc3)o2)cc1	2
COc1ccc(F)cc1S(=O)(=O)N1CC(C)OC(C)C1 (stereo not drawn)	2

Compound activity (PubChem BioAssay)
